PAFAH1B3 FP inh: PAFAH1B3 (human) inhibition | Q15102 | hit rate 0.28% among 340,000 | recombinant PAFAH1B3, FP-rhodamine probe, fluorescence polarization | inhibition, % at 3.39 µM;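 active means inhibition above the screen-wide average of all tested compounds plus 3 SD, cut at about 25% in these data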;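 further: 0% = enzyme with DMSO only and 100% = wells lacking PAFAH1B3 protein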
Target sequence (Q15102 whole entry, looked up): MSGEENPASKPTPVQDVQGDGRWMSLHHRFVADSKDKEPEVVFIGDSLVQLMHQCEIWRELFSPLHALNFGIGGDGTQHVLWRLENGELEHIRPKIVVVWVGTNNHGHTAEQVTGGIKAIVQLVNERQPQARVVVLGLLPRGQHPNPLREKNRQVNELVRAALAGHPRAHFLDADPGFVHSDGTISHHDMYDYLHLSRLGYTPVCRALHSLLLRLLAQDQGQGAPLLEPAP
PAFAH2 inh: PAFAH2 (human) inhibition | inhibition, % at 3.39 µM | recombinant PAFAH2, FP-rhodamine activity probe, fluorescence polarization | Q99487 | hit rate 0.99% among 340,000;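 active means inhibition above the mean over all tested compounds plus 3 SD, cut at about 30% in these data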;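 further: inhibitors block probe labeling of enzyme so polarization drops; 0% = enzyme with DMSO and 100% = wells lacking PAFAH2 protein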
* hit, by the source's call. These rows are one share of the data; rates above refer to the full screens.

SMILES | PAFAH1B3 FP inh | PAFAH2 inh
COc1cc(OC)c(OC)cc1CNCCc1ccc(F)cc1 | 2.9 | 3.0
S=P(N1CCCCCC1)(N1CC1)N1CC1 | 2.5 | 3.1
c1cc2c(cc1N1CCCCC1)C1CC2CCN1 (stereo not drawn) | 7.9 | -2.2
CC(C)N1CCN(Cc2c[nH]c3ccccc23)CC1CCO (stereo not drawn) | 6.3 | -4.6
CC12CCC(O)CC1CCC1C2CCC2(C)C(C3=CC(=O)OC3)CCC12O (stereo not drawn) | 8.2 | -3.4
COc1ccccc1OCC(=O)N1CCCC(N2CCN(c3ccc(F)cc3)CC2)C1 (stereo not drawn) | 8.3 | -1.4
c1cc(OCCN2CC2)ccn1 | 3.0 | -10.9
N#CC1c2ccccc2-n2nncc2CN1Cc1cc(Cl)cc(Cl)c1 (stereo not drawn) | 1.4 | -0.9
Cc1ccc(N2CCNCC2C)cc1 (stereo not drawn) | 11.1 | 7.3
CC12CCC(=O)C=C1CCC1C2CCC2(C)C(O)(C(=O)CO)CCC12O (stereo not drawn) | 8.8 | 1.4
O=C1NC(=S)NC(=O)C1=Cc1c(Cl)cccc1Cl | 8.7 | 10.3
Cc1ccc(S(=O)(=O)N2Cc3cnnn3-c3ccccc3C2C#N)cc1 (stereo not drawn) | 3.3 | -10.9
CC(O)C1C=CC=CC(=O)OC2CC3OC4C5OC5(C)CCC4(COC(=O)C4OC4(C)C(O)CO1)C2(C)C31CO1 (stereo not drawn) | 3.7 | 3.6
CCC(=O)OC(Cc1ccccc1)(c1ccccc1)C(C)CN(C)C (stereo not drawn) | 3.7 | -0.5
Cc1ccc(N2C(=O)NC(=O)/C(=C/c3ccoc3)C2=O)cc1 | 7.0 | 27.1
CCOc1ccc(C=C2C(=O)NC(=S)NC2=O)cc1OCC | 10.6 | 1.8
CC12CCC3C(CCC4CC(=O)OCC43C)C1CCC2O (stereo not drawn) | 4.1 | -12.9
COC(=O)C1C2c3ccccc3C(c3ccccc32)C1(C)C(=O)OC (stereo not drawn) | 4.7 | -3.9
CN1CCC(N(C)c2ncnc3ccc(Br)cc23)CC1 | -1.7 | -0.6
CN1Cc2ccccc2-n2nncc2C1 | 4.1 | -4.3
CCc1cccc(CC)c1N(COC)C(=O)CCl | -2.0 | 4.9
CC12CCC(=O)C=C1CCC1C2C(O)CC2(C)C(O)CCC12 (stereo not drawn) | 8.9 | -5.9

Taken from above:
`CC12CCC(=O)C=C1CCC1C2C(O)CC2(C)C(O)CCC12` (stereo not drawn) in PAFAH2 inh → -5.9
`CN1CCC(N(C)c2ncnc3ccc(Br)cc23)CC1` in PAFAH1B3 FP inh → -1.7
`CCOc1ccc(C=C2C(=O)NC(=S)NC2=O)cc1OCC` in PAFAH1B3 FP inh → 10.6
`CC(O)C1C=CC=CC(=O)OC2CC3OC4C5OC5(C)CCC4(COC(=O)C4OC4(C)C(O)CO1)C2(C)C31CO1` (stereo not drawn) in PAFAH1B3 FP inh → 3.7
`CCc1cccc(CC)c1N(COC)C(=O)CCl` in PAFAH1B3 FP inh → -2.0

Given with two lines to a compound: entries from further up
Sequence of screens: PAFAH1B3 FP inh, PAFAH2 inh
S=P(N1CCCCCC1)(N1CC1)N1CC1
 : 2.5, 3.1
c1cc2c(cc1N1CCCCC1)C1CC2CCN1 (stereo not drawn)
 : 7.9, -2.2
CC(C)N1CCN(Cc2c[nH]c3ccccc23)CC1CCO (stereo not drawn)
 : 6.3, -4.6
CC12CCC(O)CC1CCC1C2CCC2(C)C(C3=CC(=O)OC3)CCC12O (stereo not drawn)
 : 8.2, -3.4
COc1ccccc1OCC(=O)N1CCCC(N2CCN(c3ccc(F)cc3)CC2)C1 (stereo not drawn)
 : 8.3, -1.4

2 entries from above, with values under each structure:
Order of results – PAFAH1B3 FP inh, PAFAH2 inh
CC(O)C1C=CC=CC(=O)OC2CC3OC4C5OC5(C)CCC4(COC(=O)C4OC4(C)C(O)CO1)C2(C)C31CO1 (stereo not drawn)
    3.7, 3.6
CCC(=O)OC(Cc1ccccc1)(c1ccccc1)C(C)CN(C)C (stereo not drawn)
    3.7, -0.5

Screens (PubChem)
